Source: PubChem BioAssay (National Center for Advancing Translational Sciences (NCATS))
POLK inh = inhibitors of human DNA polymerase kappa | hit rate 0.53% among 400,000 | Potency, µM (highest dose often 107 µM), for inactives: top-dose activity, negative = inhibition, hits mostly inhibitors | Q9UBT6 | purified Pol kappa, fluorescent DNA synthesis assay, 10 min | AID 588579; note: potency is the fitted concentration of half-maximal effect; % is set by controls: 0 for no effect and ±100 for the full control effect
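10 nM Pol kappa preincubated 15 min at room temperature with compounds, then reaction started with substrate at 50 nM final. Fluorescence read kinetically at 0 and 10 min; buffer-only wells served as negative control.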
Pol eta inh = DNA polymerase eta (human) inhibition; hit rate 1.2% among 390,000; AID 588591; recombinant Pol eta, fluorescent DNA replication assay; Potency, µM (series often up to 114 µM), for the others: at the highest dose activity change, negative = inhibition, usual class: inhibitors; Q9Y253; note: potency is the fitted concentration of half-maximal effect; % is set by controls: 0 for no effect and ±100 for the full control effect
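Pol eta at 10 nM preincubated with compounds 15 min at room temperature; reaction started with fluorescent substrate (50 nM final) and read kinetically at 0 and 10 min.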
Apoferritin bind = binds horse apoferritin like a general anesthetic. P02791. apoferritin/1-aminoanthracene competitive binding, fluorescence. Potency, µM (doses to about 77.5 µM), for inactives: top-dose activity change, negative = displacement, most hits filed as inhibitors. hit rate 0.074% among 350,000; note: potency is the fitted concentration of half-maximal effect; % is set by controls: 0 for no effect and ±100 for the full control effect; nearly all actives have a fitted effect of over 20% in size
Target sequence (P02791 2-175 limits assumed): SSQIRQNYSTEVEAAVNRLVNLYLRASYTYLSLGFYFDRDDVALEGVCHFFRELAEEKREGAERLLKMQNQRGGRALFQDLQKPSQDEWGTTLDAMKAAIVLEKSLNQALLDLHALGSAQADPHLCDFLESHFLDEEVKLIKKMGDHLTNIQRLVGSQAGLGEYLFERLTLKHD
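Horse-spleen apoferritin (10 uM) in 50% saturated 1-aminoanthracene in PBS was incubated 10 min at room temperature with compound. Fluorescence (ex 380, em 535 nm) was normalized to free and bound 1-AMA, with concentration-response fitted by a four-parameter Hill equation.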
ERG Ets-DNA blk = inhibitors of human ERG Ets domain-DNA interaction; P11308; fluorescence polarization, His-ERG Ets domain / labelled DNA; Potency, µM (series often up to 76.9 µM), without a hit: top-dose FP activity, negative = inhibition, usual class: inhibitors; hit rate 0.028% among 370,000; active = well fitted inhibition curve with a large enough effect in the polarisation, with a control signal flat; inconclusive = small, poorly fitted or top-dose-only effect, or effect the other way, or a change in a side signal; inactive = no such curve, though single readings can be large or run the other way; the % refers to the polarisation;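 note: polarization taken with two DNA probes labelled with fluorescein and Texas red; potency is the fitted concentration of half-maximal effect; % of control where 0% means no effect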
Target sequence (P11308 whole entry, looked up, the tested form may be a part): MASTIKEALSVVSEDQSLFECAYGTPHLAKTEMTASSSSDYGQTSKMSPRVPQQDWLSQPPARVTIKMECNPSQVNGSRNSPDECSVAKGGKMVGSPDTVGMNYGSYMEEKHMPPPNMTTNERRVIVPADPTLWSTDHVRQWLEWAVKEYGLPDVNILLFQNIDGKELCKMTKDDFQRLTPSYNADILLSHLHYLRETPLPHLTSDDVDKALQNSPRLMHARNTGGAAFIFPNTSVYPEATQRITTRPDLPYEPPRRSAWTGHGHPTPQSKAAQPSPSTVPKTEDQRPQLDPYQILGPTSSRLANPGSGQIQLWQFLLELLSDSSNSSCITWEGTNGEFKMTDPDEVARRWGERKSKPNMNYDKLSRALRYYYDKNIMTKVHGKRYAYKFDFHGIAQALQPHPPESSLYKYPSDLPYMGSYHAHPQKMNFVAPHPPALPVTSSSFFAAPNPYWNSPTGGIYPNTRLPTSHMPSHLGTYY
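His-tagged ERG Ets domain (1 uM in the protein solution; 300mM KCl, 50mM Tris-HCl, 1mM EDTA, 1mM DTT, pH 7.5) received compound, then a probe mix of 5 nM fluorescein-DNA and 100nM Texas-615-DNA. Fluorescence polarization was read for both dyes.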
RGS4 inh = human RGS4 inhibition | AID 504845 | Transcreener GDP fluorescence polarization, RGS4-accelerated GTP hydrolysis | hit rate 0.039% among 390,000 | Potency, µM (highest dose often 114 µM), for inactives: at the highest dose activity change, negative = inhibition, actives largely listed as inhibitors; note: potency is the fitted concentration of half-maximal effect; % is set by controls: 0 for no effect and ±100 for the full control effect; nearly all actives have a fitted effect of over 75% in size; some results filed as inactive show a strong effect at the top dose
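MLSMR compounds (23 nl, pin-transferred) preincubated 10 min at room temperature with a 500nM (2x) first reagent, then RGS4 at 900nM (2x) plus Transcreener GDP mix added; fluorescence polarization (620/688 nm) read before and after 90 min at 30 °C.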
LDHA inh = LDHA (human) enzyme inhibition. activity change, % (values are at about 110 or 230 µM). hit rate 0.15% among 480,000. AID 1347041. purified LDHA, NADH/diaphorase-resazurin fluorescence; active compounds read low; in the data active = activity change below about -30%; inconclusive = mostly about -25% to -30%;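 note: plate controls were DMSO wells for no effect and wells without enzyme for full effect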
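Remaining NADH was detected by diaphorase (0.133 mg/mL) converting 37 µM resazurin to fluorescent resorufin, read at 0 and 20 minutes. The preceding 5-minute room-temperature reaction used 2 nM LDHA, 0.2 mM sodium pyruvate and 0.06 mM NADH at pH 7.4.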
12-LOX inh = blocks human arachidonate 12S-lipoxygenase; purified 12hLO, xylenol orange hydroperoxide absorbance; Potency, µM (top dose mostly 108 µM), inactives show at the highest dose activity change, negative = inhibition, actives largely listed as inhibitors; hit rate 1.1% among 580,000; AID 1671190; note: potency is the fitted concentration of half-maximal effect; % is set by controls: 0 for no effect and ±100 for the full control effect
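Purified human 12hLO (150 nM final) in 25 mM Hepes, 0.01% Triton X-100, pH 7.0 was preincubated 15 min at room temperature with compound. Then 40 uM arachidonic acid was added, 30 min. Hydroperoxide was read by Fe-XO absorbance ratio 573/405 nm.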
POLB inh = inhibitors of human DNA polymerase beta; Pol beta primer extension/strand displacement, fluorescence kinetic; Potency, µM (highest dose often 114 µM), for inactives: top-dose activity change, negative = inhibition, actives largely listed as inhibitors; P06746; AID 485314; hit rate 1.3% among 340,000; note: potency is the fitted concentration of half-maximal effect; % is set by controls: 0 for no effect and ±100 for the full control effect
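10 nM enzyme + cpd, 15 min RT; start with substrate 50 nM final; read 0 min and after 10 min RT. Corrected, normalized data; 4-parameter Hill curve fit.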
APE1 inh = APE1 (human) endonuclease inhibition | P27695 | recombinant APE1, TAMRA/BHQ-2 abasic DNA cleavage fluorescence | Potency, µM (titrated, usually from 65.8 µM), for inactives: at the highest dose activity change, negative = inhibition, usual class: inhibitors | hit rate 0.35% among 350,000;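 note: potency is the fitted concentration of half-maximal effect; plate controls were vehicle for no effect and reference inhibitor for full effect; nearly all actives have a fitted effect of over 55% in size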
Target sequence (P27695 whole entry, looked up): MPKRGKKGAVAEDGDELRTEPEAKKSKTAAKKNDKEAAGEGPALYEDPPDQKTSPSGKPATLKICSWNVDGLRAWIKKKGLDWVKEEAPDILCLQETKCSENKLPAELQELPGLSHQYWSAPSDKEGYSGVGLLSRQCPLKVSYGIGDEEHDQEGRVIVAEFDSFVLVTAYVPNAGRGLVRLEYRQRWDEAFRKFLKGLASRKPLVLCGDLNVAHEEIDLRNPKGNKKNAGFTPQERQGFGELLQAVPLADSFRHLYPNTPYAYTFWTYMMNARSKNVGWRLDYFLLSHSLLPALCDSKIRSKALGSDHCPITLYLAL
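Activity was derived from the fluorescence gain between first and third kinetic reads (60 s intervals, ex 525/em 598 nm) after 50 nM THF-abasic TAMRA/BHQ-2 duplex was added to 0.75 nM APE1 preincubated 15 min with compound.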
* hit, by the source's call; i = inactive; ? = inconclusive; . = no result given; & = joins results of further samples; [ ] = another dose, or the depositor's remark. Unless noted, calls come from the whole dose curve; as a rule, active = well fitted curve in the direction sought with a large enough effect; inconclusive = small, poorly fitted or top-dose-only effect, or another doubt; inactive = no such curve, though single readings can be large; an effect the other way counts as inactive or inconclusive. This is a subset, so the mix of outcomes need not match the whole.

SMILES | POLK inh | Pol eta inh | Apoferritin bind | ERG Ets-DNA blk | RGS4 inh | LDHA inh | 12-LOX inh | POLB inh | APE1 inh
O=C(NCc1ccco1)C1CCCN1C(=O)Nc1ccc(Br)cc1 (stereo not given) | 2.1% | -13.7% | -10.7% | 0.0% | -5.8% | -2.9 | -11.5% | 53.6% | 14.3%
CCOc1ccc(C(=O)Nn2cnnc2)cc1 | 13.8% | -7.4% | -8.9% | 1.2% | -13.3% | -3.3 | 17.9% | 0.1% | 17.7%
CC(C)(C)c1ccc(/C=N/Nc2nncn2N)cc1 | -2.8% | -7.5% | -14.2% | -17.2% | -32.7% | 41.0 | 16.4% | -18.7% | ?
Cc1cccc(C(=O)NNS(=O)(=O)c2ccc(F)cc2)c1O | -15.3% | 8.7% | -18.0% | -2.2% | 4.0% | 9.3 | ? | 12.1% | -8.9%
O=C(CC1SC(N2CCCCC2)=NC1=O)Nc1cccc(C(=O)N2CCCC(C(F)(F)F)C2)c1 (stereo not given) | 6.6% | -13.6% | . | -8.9% | -12.7% | 0.5 | 27.6% | . | .
O=C(NC(N1CCCCCC1)C(Cl)(Cl)Cl)c1ccccc1Cl (stereo not given) | -10.6% | -11.8% | -15.6% | 2.5% | -13.0% | -5.0 | -7.8% | -21.1% | 0.4%
O=C1CC(c2ccccc2)Sc2nc(-c3ccc(F)cc3)nn21 (stereo not given) | -1.0% | -16.5% | 2.0% | -3.9% | -1.4% | -10.1 | -25.1% | 10.5% | .
CCc1ccc(OCC(=O)Nc2cc(S(=O)(=O)CC)ccc2O)cc1 | -2.3% | -4.1% | -11.5% | 11.1% | -17.2% | -0.3 | 11.2% | 49.9% | -4.9%
O=C1c2ccccc2C(=O)N1CCCON1C(=O)c2ccccc2C1=O | -0.4% | -17.4% | 4.3% | -5.1% | -1.8% | -3.2 | -7.3% | 23.8% | -2.3%
N#CC1=C(N)OC2=C(C(=O)CCC2)C1c1ccc(OC(=O)N2CCOCC2)cc1 (stereo not given) | -0.8% | 9.8% | 2.1% | . | 18.0% | 3.6&-0.9 | ? | -2.6% | -4.3%

5 records picked at random from the list so far:
SMILES | POLK inh | Pol eta inh | Apoferritin bind | ERG Ets-DNA blk | RGS4 inh | LDHA inh | 12-LOX inh | POLB inh | APE1 inh
CCOc1ccc(C(=O)Nn2cnnc2)cc1 | 13.8% | -7.4% | -8.9% | 1.2% | -13.3% | -3.3 | 17.9% | 0.1% | 17.7%
O=C(NCc1ccco1)C1CCCN1C(=O)Nc1ccc(Br)cc1 (stereo not given) | 2.1% | -13.7% | -10.7% | 0.0% | -5.8% | -2.9 | -11.5% | 53.6% | 14.3%
O=C1CC(c2ccccc2)Sc2nc(-c3ccc(F)cc3)nn21 (stereo not given) | -1.0% | -16.5% | 2.0% | -3.9% | -1.4% | -10.1 | -25.1% | 10.5% | .
O=C(NC(N1CCCCCC1)C(Cl)(Cl)Cl)c1ccccc1Cl (stereo not given) | -10.6% | -11.8% | -15.6% | 2.5% | -13.0% | -5.0 | -7.8% | -21.1% | 0.4%
CCc1ccc(OCC(=O)Nc2cc(S(=O)(=O)CC)ccc2O)cc1 | -2.3% | -4.1% | -11.5% | 11.1% | -17.2% | -0.3 | 11.2% | 49.9% | -4.9%

Going on with the list:
SMILES | POLK inh | Pol eta inh | Apoferritin bind | ERG Ets-DNA blk | RGS4 inh | LDHA inh | 12-LOX inh | POLB inh | APE1 inh
Oc1ccc(-c2nccc(-c3ccc(Cl)cc3Cl)n2)cc1 | -13.0% | 7.9% | -7.4% | -12.1% | 19.2% | -8.4 | ? | -0.9% | -6.5%
Cc1ccc(NC(=O)Nn2cnnc2)cc1 | -1.6% | -2.1% | -16.7% | 8.0% | 16.3% | -5.0 | i | -16.9% | 41.1%
COc1ccc(C2N=C(N)N=C(N)N2c2ccccc2)cc1OC (stereo not given) | -5.3% | 12.9% | -11.5% | . | 18.3% | -1.5 | -16.0% | 9.6% | 21.1%
CCOC(=O)c1ccc(NC(=S)NC(=O)COc2ccccc2)cc1 | -10.7% | -16.1% | -14.9% | -2.2% | -22.2% | -7.5 | ? | -16.2% | -1.4%
Fc1c(F)c(F)c(N/N=C/c2c[nH]c3ccccc23)c(F)c1F | -1.4% | -23.7% | ? | -4.1% | -26.4% | 2.8 | ? | -8.8% | 4.1%
CCN1CCN(c2ccc(NC(=O)c3ccco3)cc2Cl)CC1 | 11.0% | -2.6% | -7.5% | -0.7% | 9.5% | -5.6 | -12.2% | 42.1% | 32.8%
O=C(/C=C/c1ccc(Br)o1)OCc1ccccc1 | -10.3% | -11.7% | ? | -4.1% | -4.6% | -0.2 | 37.1%[activator] | ? | -9.3%
O=C(OCn1nnc2ccccc2c1=O)C1COc2ccccc2O1 (stereo not given) | -7.5% | -5.6% | 5.0% | -0.9% | 13.1% | -2.6 | -3.3% | 4.5% | -1.2%
CN1C(=O)C2(OCCCO2)c2ccccc21 | -9.9% | -9.5% | 3.0% | 13.5% | 8.2% | -8.2 | 1.1% | 5.5% | 9.6%
Cn1c(=O)c2c(nc(N3CCOCC3)n2CCc2ccccc2)n(C)c1=O | -11.7% | -4.4% | -2.3% | -5.8% | 26.5%[56.9 µM] | -6.9 | 6.9% | 11.3% | 15.5%
CCOC(=O)c1cc(-c2ccccc2)nn1Cc1cc(C)no1 | 6.8% | -17.8% | . | -0.2% | -7.1% | 0.2 | ? | . | 38.2%[activator]
CC(Sc1nnc(C2CC2)n1C1CC1)C(=O)c1ccc(Br)cc1 (stereo not given) | -16.9% | -5.2% | . | 1.2% | 11.2% | 0.4 | ? | . | 7.9%
CCCCCCCC(=O)NNC(=O)c1c(O)c2ccccc2n(CCC)c1=O | -3.9% | -4.1% | -7.6% | -1.8% | 18.6% | -8.6 | 0.6% | 24.4% | 13.0%
Cn1ncc2c(Nc3cccc(C(=O)O)c3)ncnc21 | -9.0% | -9.1% | -6.4% | 0.1% | 24.1% | -9.3 | -2.9% | 30.1%[activator] | -4.9%
O=C(Nc1ccccc1)N1CCN(S(=O)(=O)c2ccccc2)CC1 | -14.5% | 12.3% | -2.5% | 0.4% | -17.7% | -9.4 | 5.9% | 0.3% | 12.9%
N#Cc1nc(-c2ccco2)oc1N1CCC(C(N)=O)CC1 | -3.6% | -12.3% | 2.0% | 6.8% | -6.6% | -3.1 | 9.9% | -3.9% | 4.3%
COc1cccc(N(CC(=O)NC(C)c2ccccc2)S(C)(=O)=O)c1 (stereo not given) | -3.5% | -6.5% | -10.2% | 11.2% | -13.3% | -1.8 | -10.5% | 32.0% | 2.4%
Cc1cc(SCC(=O)NC(=O)NCc2ccco2)nc2c(C)cccc12 | -22.0% | -26.2% | ? | -3.6% | -25.8% | -16.8 | 22.4µM* | 15.8µM* | ?
COc1ccc2c(c1)[C@H]1[C@H](CO2)[C@H](c2ccccc2)[C@]2(C)C(=O)Nc3cc(F)ccc3C(=O)N12 | 1.5% | -19.9% | . | -0.6% | -9.5% | 0.1 | -0.1% | . | -14.2%
O=S(=O)(c1cccc(-c2csc(N/N=C/c3ccco3)n2)c1)N1CCOCC1 | -14.5% | ? | -8.0% | -4.5% | -28.0% | -2.3 | -13.1% | 12.2% | -3.5%
Cc1ccc(N2CCN(C(=O)CCc3c(C)nc4c(c3C)c(=O)n(C)c(=O)n4C)CC2)c(C)c1 | -20.9% | -13.7% | -4.5% | 1.4% | 19.1% | -8.9 | -14.4% | 2.5% | .
COc1ccc(OC)c(CN2CCC(N3CCC(C(=O)NC4CC4)CC3)CC2)c1 | 14.6% | -6.9% | -7.2% | 5.2% | -1.6% | 2.2 | 463.8%[activator] | 40.6% | -7.1%
Cc1cc(C)cc(NC(=S)NCCSc2ccc(Cl)cc2)c1 | -11.4% | -13.3% | 3.0% | 13.9% | -5.2% | -6.6 | ? | 11.6% | -0.2%
COCNc1nc(OCC#N)nc(N(C)C)n1 | -8.6% | -0.6% | -4.9% | -10.6% | 34.9% | -4.1 | 0.0% | 0.9% | -5.8%
COc1ccc(CNC(=O)CCC(=O)Nc2cccnc2)cc1 | 4.3% | -7.9% | -5.2% | 8.5% | 10.6% | -3.9 | 19.8% | 14.9% | -14.4%
COc1cccc(/C(N)=N/OC(=O)Cc2ccccc2[N+](=O)[O-])c1 | 6.2% | -14.5% | ? | 17.3% | 0.9% | 0.4 | 18.9% | -24.3% | -1.2%
Clc1cccc(NCc2cn3cccnc3n2)c1 | 1.2% | -18.4% | -8.2% | 17.0% | -49.0% | 5.4 | ? | -1.8% | 1.8%
Cc1c(Cl)cccc1NC(=S)N1CCN(c2ccccn2)CC1 | -4.8% | -16.0% | -0.4% | -6.0% | -16.2% | -8.0 | -3.5% | -18.7% | 5.6%
CCc1ccccc1NC(=O)Cn1ccn(-c2ccc(OC)cc2)c(=O)c1=O | -4.7% | 5.7% | -13.8% | -7.3% | 6.7%[56.9 µM] | -5.3&-5.4 | 5.2%&30.5% | 33.9% | 85.8%[activator]
CC(C(=O)OCn1nnc2ccccc2c1=O)N1C(=O)c2ccccc2C1=O (stereo not given) | -12.6% | -8.8% | -1.7% | 0.0% | 2.0% | -1.8 | 0.0% | 1.8% | -5.2%
